High-throughput results deposited in PubChem by National Center for Advancing Translational Sciences (NCATS).
ERG Ets-DNA blk: ERG Ets/DNA interaction inhibition; P11308; fluorescence polarization, His-ERG Ets domain / labelled DNA; Potency, µM (titrated, usually from 76.9 µM), without a hit: at the highest dose FP activity, negative = inhibition, actives largely listed as inhibitors; actives 0.028% (n = 370,000); AID 624246; active = well fitted inhibition curve with a large enough effect in the polarisation, with a control signal flat; inconclusive = small, poorly fitted or top-dose-only effect, or effect the other way, or a change in a side signal; inactive = no such curve, though single readings can be large or run the other way; the % refers to the polarisation;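 note: polarization taken with two DNA probes labelled with fluorescein and Texas red; potency is the fitted concentration of half-maximal effect; % of control where 0% means no effect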
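His-tagged ERG Ets domain (1 uM in the protein solution; 300mM KCl, 50mM Tris-HCl, 1mM EDTA, 1mM DTT, pH 7.5) received compound, then a probe mix of 5 nM fluorescein-DNA and 100nM Texas-615-DNA. Fluorescence polarization was read for both dyes.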
APEX1 inh: inhibitors of human APE1 endonuclease; P27695; recombinant APE1, TAMRA/BHQ-2 abasic DNA cleavage fluorescence; Potency, µM (doses to about 65.8 µM), without a hit: at the highest dose activity change, negative = inhibition, actives largely listed as inhibitors; actives 0.35% (n = 350,000); AID 2517;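 note: potency is the fitted concentration of half-maximal effect; plate controls were vehicle for no effect and reference inhibitor for full effect; nearly all actives have a fitted effect of over 55% in size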
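Enzyme (0.75 nM final) and test compound are incubated 15 min at room temperature before adding 50 nM quenched THF abasic-site duplex. Cleavage dequenches TAMRA, followed at 525/598 nm over three reads one minute apart.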
ALOX12 inh: blocks human arachidonate 12S-lipoxygenase; P18054; purified 12hLO, xylenol orange hydroperoxide absorbance; Potency, µM (series often up to 108 µM), without a hit: top-dose activity change, negative = inhibition, actives largely listed as inhibitors; actives 1.1% (n = 580,000); AID 1671190; note: potency is the fitted concentration of half-maximal effect; % is set by controls: 0 for no effect and ±100 for the full control effect
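Purified human 12hLO (150 nM final) in 25 mM Hepes, 0.01% Triton X-100, pH 7.0 was preincubated 15 min at room temperature with compound. Then 40 uM arachidonic acid was added, 30 min. Hydroperoxide was read by Fe-XO absorbance ratio 573/405 nm.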
POLK inh: blocks human DNA polymerase kappa activity | Potency, µM (series often up to 107 µM), without a hit: at the top dose activity, negative = inhibition, hits mostly inhibitors | AID 588579 | actives 0.53% (n = 400,000) | purified Pol kappa, fluorescent DNA synthesis assay, 10 min | Q9UBT6; note: potency is the fitted concentration of half-maximal effect; % is set by controls: 0 for no effect and ±100 for the full control effect
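Kinetic fluorescence readout at 0 and 10 min followed reaction start with substrate at 50 nM final. Beforehand, enzyme (10 nM Pol kappa) stood 15 min with compound at room temperature; buffer-only wells were negative controls.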
RGS4 inh: blocks human RGS4-accelerated GTP hydrolysis; actives 0.039% (n = 390,000); Transcreener GDP fluorescence polarization, RGS4-accelerated GTP hydrolysis; Potency, µM (titrated, usually from 114 µM), without a hit: top-dose activity change, negative = inhibition, most hits filed as inhibitors; AID 504845; P49798; note: potency is the fitted concentration of half-maximal effect; % is set by controls: 0 for no effect and ±100 for the full control effect; nearly all actives have a fitted effect of over 75% in size; some results filed as inactive show a strong effect at the top dose
Target sequence (P49798 whole entry, looked up): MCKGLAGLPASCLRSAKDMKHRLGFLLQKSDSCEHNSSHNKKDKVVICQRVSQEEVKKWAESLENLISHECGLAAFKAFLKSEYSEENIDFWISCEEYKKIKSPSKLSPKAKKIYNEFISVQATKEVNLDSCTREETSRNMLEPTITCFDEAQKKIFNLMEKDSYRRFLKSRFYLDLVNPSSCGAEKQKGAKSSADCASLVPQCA
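MLSMR compounds (23 nl, pin-transferred) preincubated 10 min at room temperature with a 500nM (2x) first reagent, then RGS4 at 900nM (2x) plus Transcreener GDP mix added; fluorescence polarization (620/688 nm) read before and after 90 min at 30 °C.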
LDHA block: inhibitors of human lactate dehydrogenase A; P00338; actives 0.15% (n = 480,000); purified LDHA, NADH/diaphorase-resazurin fluorescence; hits give low values; activity change, % (values are at about 110 or 230 µM); AID 1347041; in the data active = activity change below about -30%; inconclusive = mostly about -25% to -30%;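 note: plate controls were DMSO wells for no effect and wells without enzyme for full effect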
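LDH5 2 nM; NADH 0.06 mM, pyruvate 0.2 mM; 200 mM Tris pH 7.4, EDTA, Tween-20; 5 min RT. Detection: diaphorase 0.133 mg/mL + resazurin 37 µM, fluorescence ex540/em590 at 0 and 20 min; normalized to enzyme-free and DMSO wells.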
Pol eta inh: inhibitors of human DNA polymerase eta | Potency, µM (doses to about 114 µM), inactives show top-dose activity change, negative = inhibition, actives largely listed as inhibitors | actives 1.2% (n = 390,000) | Q9Y253 | recombinant Pol eta, fluorescent DNA replication assay; note: potency is the fitted concentration of half-maximal effect; % is set by controls: 0 for no effect and ±100 for the full control effect
Target sequence (Q9Y253 whole entry, looked up): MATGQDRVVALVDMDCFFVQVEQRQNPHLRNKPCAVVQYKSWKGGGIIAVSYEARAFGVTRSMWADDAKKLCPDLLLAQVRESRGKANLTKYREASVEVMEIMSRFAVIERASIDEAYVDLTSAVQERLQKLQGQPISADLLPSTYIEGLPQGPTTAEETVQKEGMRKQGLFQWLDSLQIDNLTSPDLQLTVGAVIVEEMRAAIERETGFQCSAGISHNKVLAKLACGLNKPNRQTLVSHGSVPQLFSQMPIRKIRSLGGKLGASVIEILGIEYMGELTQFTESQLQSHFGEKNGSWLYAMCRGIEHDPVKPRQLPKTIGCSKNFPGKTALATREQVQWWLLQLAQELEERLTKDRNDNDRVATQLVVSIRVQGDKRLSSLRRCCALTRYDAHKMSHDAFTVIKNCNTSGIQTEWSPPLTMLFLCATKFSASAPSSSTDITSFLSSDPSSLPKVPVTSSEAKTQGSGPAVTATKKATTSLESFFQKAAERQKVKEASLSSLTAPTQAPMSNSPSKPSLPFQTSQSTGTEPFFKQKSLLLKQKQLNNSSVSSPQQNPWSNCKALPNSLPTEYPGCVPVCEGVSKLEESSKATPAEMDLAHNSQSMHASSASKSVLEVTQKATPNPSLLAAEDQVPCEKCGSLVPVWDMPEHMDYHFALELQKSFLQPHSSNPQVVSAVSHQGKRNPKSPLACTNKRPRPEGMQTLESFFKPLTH
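Pol eta at 10 nM preincubated with compounds 15 min at room temperature; reaction started with fluorescent substrate (50 nM final) and read kinetically at 0 and 10 min.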
Pol beta inh: DNA polymerase beta (human) inhibition; P06746; Pol beta primer extension/strand displacement, fluorescence kinetic; Potency, µM (highest dose often 114 µM), for the others: at the top dose activity change, negative = inhibition, actives largely listed as inhibitors; actives 1.3% (n = 340,000); note: potency is the fitted concentration of half-maximal effect; % is set by controls: 0 for no effect and ±100 for the full control effect
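Human Pol beta at 10 nM; strand-displacement substrate 50 nM final. Compound exposure 15 min at room temperature before start, reaction 10 min at room temperature.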
Apoferritin bind: candidate novel general anesthetic via apoferritin binding; P02791; actives 0.074% (n = 350,000); AID 485281; apoferritin/1-aminoanthracene competitive binding, fluorescence; Potency, µM (series often up to 77.5 µM), for inactives: at the highest dose activity change, negative = displacement, actives largely listed as inhibitors; note: potency is the fitted concentration of half-maximal effect; % is set by controls: 0 for no effect and ±100 for the full control effect; nearly all actives have a fitted effect of over 20% in size
Target sequence (P02791 2-175 limits assumed): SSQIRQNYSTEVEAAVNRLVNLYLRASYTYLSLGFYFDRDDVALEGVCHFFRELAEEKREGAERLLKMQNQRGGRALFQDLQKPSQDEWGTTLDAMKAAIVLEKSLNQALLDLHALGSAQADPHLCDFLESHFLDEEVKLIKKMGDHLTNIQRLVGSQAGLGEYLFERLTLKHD
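Read-out: endpoint 1-AMA fluorescence, excitation 380 nm and emission 535 nm, after compounds sit 10 min at room temperature with 10 uM horse-spleen apoferritin in 50% saturated 1-AMA/PBS. Values come from four-parameter Hill fits.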
* = called active by the depositor; i = inactive; ? = inconclusive; / = not tested or not shown; & = joins results of further samples; [ ] = another dose, or the depositor's remark. Unless noted, calls come from the whole dose curve; as a rule, active = well fitted curve in the direction sought with a large enough effect; inconclusive = small, poorly fitted or top-dose-only effect, or another doubt; inactive = no such curve, though single readings can be large; an effect the other way counts as inactive or inconclusive. The list is partial (hit frequency here may not be typical).

SMILES	ERG Ets-DNA blk	APEX1 inh	ALOX12 inh	POLK inh	RGS4 inh	LDHA block	Pol eta inh	Pol beta inh	Apoferritin bind
COc1cc2c(C#N)c(N3CCCC3)nc(N)c2c(N)n1	8%&2%	9%	11%&5%	?	?	17&3	22µM*	?	-11%
COC(=O)CSc1nc2nc(C)cc(C)n2n1	3%	-3%	421%[activator]	0%	?	-9	-16%	1%	6%
CC(=O)NC12CC3CC(C1)CC(C(=O)N1CCN(S(=O)(=O)c4ccc(C(C)C)cc4)CC1)(C3)C2	-3%	18%	13%	-1%	12%	-5	-23%	/	/
O=C(Cn1nc(-c2cccc(Cl)c2)ccc1=O)Nc1ccccc1Br	-1%	-4%	9%	0%	-48%	-3	-15%	-20%	?
C=CCNc1oc(/C=C/c2ccccc2)nc1C#N	-19%	0%	?	-2%	-34%	6	-18%	17%	542%[activator]
CCOC(=O)Cc1csc(NC(=O)c2sc3nc4ccc(C)cc4cc3c2N)n1	-2%	-5%	?	-13%	16%	0	6%	-3%	?
O=C(CN1C(=O)NC(c2ccccc2)(c2ccccc2)C1=O)N1CCCCC1	/	18%	i	-16%	-23%	-9	-15%	/	/
COc1ccc(S(=O)(=O)N(C)C[C@H]2Oc3c(NC(=O)NC4CCCCC4)cccc3C(=O)N([C@H](C)CO)C[C@@H]2C)cc1	10%	-14%	3%	6%	-13%	0	-20%	/	/
Cc1ccc(-n2ncc(C(=O)N3CCN(c4ccccc4F)CC3)c2C2CCN(C(=O)OC(C)(C)C)CC2)cc1C	0%	/	-16%	-7%	11%	-12	-14%	26%	2%
Cc1ccc2cc(C#N)c(N3CCCN(C(=S)NCCCN(C)C)CC3)nc2c1	-4%	33%	?	0%	?	-2	-21%	-8%	2%
Cn1cccc1C(=O)NCC(c1ccco1)N1CCCCC1 (centres undefined)	7%	-7%	-6%	-12%	11%	-10	-4%	/	/
CC(C)NC(=O)CC1OC(=O)c2ccccc21 (centres undefined)	-4%	13%	0%	-4%	-19%	1	-10%	32%	-11%
CC1(C)Oc2cc3oc(=O)ccc3cc2C[C@@H]1O	-7%	2%	14%	0%	-20%	0	-16%	/	/
CN1C(c2ccccc2)CC(=NO)CC1c1ccccc1 (centres undefined)	-2%	32%	-5%	3%	6%	-2	-2%	38%	-21%
CC(C)(C)NC(=O)COC(=O)c1cc(S(=O)(=O)N2CCCCC2)ccc1N1CCOCC1	-6%	-2%	0%	0%	-42%	-4	-7%	2%	-8%
Cc1cc(C)nc(SCC(=O)n2c3c(c4ccccc42)CCCC3)n1	-8%	2%	-1%	-9%	-6%	-7	-16%	-12%	-7%
Cc1cc(C(C)c2ccccc2)c(O)c(CN2CCOCC2)c1C (centres undefined)	-3%	21%	0%	-3%	-9%	5	-13%	-16%	-14%
CC(C)(C)NC(=O)NC(=O)CSc1ncn[nH]1	16%	-1%	-2%	-8%	7%	-8	6%	-21%	-8%
COc1ccc(CNC(=O)c2ccc(C)o2)cc1	0%	-3%	0%	-6%	-1%[56.9 µM]	-6	-12%	-3%	7%
C=CCOC(=O)/C(=C\c1ccccc1)NC(=O)c1ccc(C)cc1	-9%	0%	1%	7%	-2%	2	-16%	-23%	-11%
COc1ccc(Cn2c(=O)[nH]c3cc(C(=O)N4CCN(c5ccccc5)CC4)ccc3c2=O)cc1	0%&-2%	27%	-21%	-18%&-10%	-4%&33%	2&-11	-17%&-11%	3%&5%	-2%&-3%
CC(C)(C)c1ccc(OCCCNCc2ccccc2)cc1	16%	-5%	?	2%	-43%	-9	-26%	-25%	-6%
c1ccc2c(c1)nnn2-c1ncnc2sc3c(c12)CCCC3	-13%	2%	-5%	4%	-26%	-3	-13%	10%	-11%
COc1ccc2ccccc2c1/C=N/NC(=S)NCCN1CCOCC1	-6%	-14%	-37%	-12%	17%	-6	-15%	23%	9%
COc1ccc(CCNC(=O)CCCn2c(=O)c3ccccc3n(Cc3ccccc3)c2=O)cc1OC	-2%	/	-17%	-11%	-14%	-8	-7%	-2%	-5%
COc1cc(C(=O)Nc2ccc(NC(=O)c3ccccc3Cl)nc2)cc(OC)c1OC	-5%	43%[activator]	0%	-11%	19%	-1	-1%	-21%	-13%
CN(C)S(=O)(=O)c1ccc(C(=O)/C=C/c2cccnc2)cc1	-2%	2%	-25%	-13%	-53%	-2	-14%	12%	7%
COc1ccc(N2CCN(C(=O)CSc3nc4c(c(=O)n(C)c(=O)n4C)n3C(C)C)CC2)cc1	/	5%	15%	-3%	1%	-5	1%	31%	-9%
Cc1ccc(C(=O)N2CCN(c3ccc(NC(=O)c4cccnc4Cl)cc3)CC2)cc1	-9%	2%	-2%	7%	27%	-12	13%	51%	3%
CC(C)CCN1CCC(CN2CCNC(=O)C2=O)CC1	-9%	/	?	-7%	-4%	-2	1%	/	/

Arranged by number of heavy atoms (rising): 3 of the compounds above.
SMILES	ERG Ets-DNA blk	APEX1 inh	ALOX12 inh	POLK inh	RGS4 inh	LDHA block	Pol eta inh	Pol beta inh	Apoferritin bind
C=CCOC(=O)/C(=C\c1ccccc1)NC(=O)c1ccc(C)cc1	-9%	0%	1%	7%	-2%	2	-16%	-23%	-11%
Cc1ccc(C(=O)N2CCN(c3ccc(NC(=O)c4cccnc4Cl)cc3)CC2)cc1	-9%	2%	-2%	7%	27%	-12	13%	51%	3%
COc1ccc(N2CCN(C(=O)CSc3nc4c(c(=O)n(C)c(=O)n4C)n3C(C)C)CC2)cc1	/	5%	15%	-3%	1%	-5	1%	31%	-9%

More records follow:
SMILES	ERG Ets-DNA blk	APEX1 inh	ALOX12 inh	POLK inh	RGS4 inh	LDHA block	Pol eta inh	Pol beta inh	Apoferritin bind
CCOc1ccc2cc(C(=O)c3ccccc3)c(=O)oc2c1	7%	?	6%&-5%	-1%	-36%	-10&0	-11%	8%	1%
Cc1ccc(-c2cc(=O)[nH]c(NCc3ccccc3)n2)cc1	2%	/	149%[activator]	-5%	15%	-3	-6%	/	/
O=c1c(-c2nn[nH]n2)coc2ccc(Cl)cc12	-13%	2%	0%	-8%	-9%	-4	3%	-27%	-9%
O/C(=C\c1ccc2ccccc2n1)c1ccc(O)cc1O	3%	-1%	?	-10%	-19%	-7	-23%	-3%	?
O=C(CN1CCN(C(=O)C2CCCO2)CC1)Nc1ccc(Br)cc1 (centres undefined)	-5%	9%	1%	8%	-6%	-3	-15%	0%	-3%
CCCn1c2ccccc2c2cnn(CC(=O)NCCc3ccccc3)c(=O)c21	2%	/	-18%	-26%[60.1 µM]	-8%	-5	-11%	-3%	-10%
Cc1ccc(CNC(=O)C2(S(=O)(=O)c3ccccc3)CC=CC2)cc1	7%	19%	/	17%	-24%	3	-11%	0%	-5%
Clc1cc2nc(-c3cccnc3Cl)[nH]c2cc1Cl	-11%	5%	1%	-14%	20%	-14	10%	-1%	0%
Cc1ccc(-c2cc(C3C4C=CCC(C)C4C(=O)N3Cc3ccccc3)ccc2F)cc1 (centres undefined)	/	-3%	/	-45%	7%	/	/	/	59%[activator]
Cc1cccc(N2CCN(C(=O)CCS(=O)(=O)c3ccc(Br)cc3)CC2C)c1 (centres undefined)	4%	-2%	?	89µM*	8%	-6	?	25µM*	-6%
CCn1c(SCC(=O)Nc2c(C#N)cnn2-c2ccccc2)nnc1-c1cccs1	-11%	-3%	?	-4%	22%	-4	-10%	19%	-6%
CNC(=O)NC(=O)COc1c(F)c(F)cc(F)c1F	4%	4%	7%	14%	2%	2	-17%	3%	-5%
CC1CCCCC1NC(=O)COC(=O)COc1ccccc1F (centres undefined)	2%	18%	-17%	-12%	19%	-7	2%	/	/
Cc1ccc(C2(C)NC(=O)N(CC(=O)c3ccc4c(c3)OCCO4)C2=O)cc1 (centres undefined)	-3%	-6%	16%	-12%	14%	-2	-8%	/	/
N#CC1(NC(=O)CN2CCN(S(=O)(=O)c3ccccc3F)CC2)CCCC1	1%	1%	0%	1%	3%	1	-3%	-25%	-2%
CCCSc1ncc(Cl)c(C(=O)Nc2ccc(S(=O)(=O)N3CC(C)OC(C)C3)cc2)n1 (centres undefined)	-2%	-5%	2%	-9%	-6%	-4	-10%	0%	?
COc1ccc(-c2[nH]c(-c3cccc(OC)c3)nc2SCC(=O)Nc2ccc3c(c2)OCO3)cc1	9%	/	-18%	-14%	-10%	4	-28%	-1%	61%[activator]
CN(C)C(CNC(=O)c1cccc(S(=O)(=O)NCc2ccccc2)c1)c1ccco1 (centres undefined)	8%	-14%	0%	4%	10%	-5	-20%	/	/
CCCn1nc(C(=O)NCCc2ccc(S(N)(=O)=O)cc2)c2ccccc2c1=O	4%	-1%	-33%&-30%	-10%	36%	3&0	-5%	15%	-11%
COc1ccc(NC(=O)CN2CCN(c3ccc(Cl)cc3)CC2)c(OC)c1	-2%	-1%	-17%	2%	33%	-3	-13%	8%	-4%
COCCNC(=O)c1onc(CSc2ccncc2)c1C(=O)NCCOC	2%	1%	0%	24%	-20%	0	-4%	9%	-6%
Cc1ccc(OCCSc2nc(N)cc(N)n2)cc1	1%	-5%	1%	-17%	14%	-3	-18%	-13%	-21%
Cc1nn(C(C)C(=O)NCCCN2CCCCCC2)c(=O)c2c1sc1ccccc12 (centres undefined)	-4%	48%[activator]	-26%	0%	-13%[11.4 µM]	-2	-9%	2%	-20%
COc1ccc(C)cc1NC(=O)C(=O)NNC(=O)c1ccco1	-4%	13%	-2%	-20%	27%	0	2%	-8%	-2%
